# aSyn 5UTR inh: 5' untranslated region of α-synuclein, MLPCN primary screen. alpha-synuclein 5'UTR reporter, inhibitor activity. inhibition, % (tested at 7.5 µM). 300,000 tested, 0.82% active; in the data active means inhibition above about 60%; inconclusive means no clear call, values can overlap the other calls;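 further: H4 neuroglioblastoma cells stably carrying SNCA 5'UTR luciferase fusion; 0% = DMSO wells and 100% = positive control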
# HIF act: HIF pathway transcriptional activation; U2OS HRE-luciferase reporter, luminescence; normalized: DMSO 0%, desferrioxamine 100%; activation, % at 7.5 µM (by protocol); 300,000 tested, 0.32% active;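 active means mean activation of at least 10% of the iron chelator positive control signal, with at least half of replicates also reaching 10%; inconclusive means mean and replicate majority disagree about reaching 10%; inactive means mean and most replicates under 10%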
# IEC-6 tox: IEC-6 cytotoxicity, counter-screen for KLF5 inhibitors; luminescence viability; AID 1825; 290,000 tested, 0.78% active; inhibition, % at 5 µM; in the data active means inhibition above about 22%;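 further: 0% = plate median of test compound wells and 100% = cytotoxic reference compound wells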
# HSF1 inhib: HSF1 inhibition; 300,000 tested, 0.77% active; activity change, negative = inhibition, % at 7.5 µM (by protocol); NIH3T3-HGL HSE-luciferase, MG132-induced, luminescence 8 h; stronger effect = lower value; AID 2098;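 active means more than half of replicate wells show activity change below -50%, luminescence cut by over half; inconclusive means some wells, but at most half, below -50%; inactive means no replicate well below -50%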;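 further: luciferase reports HSF-1 transcriptional activity via heat shock element; 0% = median of DMSO wells and -100% = zero luminescence signal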
# KLF5 inhibitor: suppresses KLF5 promoter-driven expression; DLD-1 KLF5 promoter-luciferase reporter, luminescence; 290,000 tested, 0.23% active; inhibition, % at 5 µM; AID 1700;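 active means inhibition above a per-plate limit of that plate's mean compound inhibition plus 3 SD, cut at about 60% in these data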;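 further: 0% = DMSO wells and 100% = LY294002 at 200 µM; higher means less KLF5 promoter-driven luciferase light; inactives centre near -14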
# HSF1 activator: increases HSF-1 driven luciferase reporter signal; 300,000 tested, 1.7% active; activation, % at 9 µM; NIH3T3-HGL HSF-1 luciferase reporter, MG132, 8 h; 100% = twice DMSO control signal;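 active means mean replicate activation of at least 50% with a set share of replicates each reaching 50%; inconclusive means only one of those two conditions met; inactive means mean below 50% and too few replicates reaching it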;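 further: 0% = median of the neutral control wells and 100% = twice that signal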
# HDAC3 inh: inhibitors of human histone deacetylase 3. recombinant HDAC3, fluorogenic peptide/trypsin coupled, fluorescence. O15379. inhibition, % at 8.3 µM. 320,000 tested, 0.15% active; in the data active means inhibition above about 26%, passing the limit was not always enough; inconclusive means no clear call, values can overlap the other calls
# Target sequence (O15379 whole entry, looked up): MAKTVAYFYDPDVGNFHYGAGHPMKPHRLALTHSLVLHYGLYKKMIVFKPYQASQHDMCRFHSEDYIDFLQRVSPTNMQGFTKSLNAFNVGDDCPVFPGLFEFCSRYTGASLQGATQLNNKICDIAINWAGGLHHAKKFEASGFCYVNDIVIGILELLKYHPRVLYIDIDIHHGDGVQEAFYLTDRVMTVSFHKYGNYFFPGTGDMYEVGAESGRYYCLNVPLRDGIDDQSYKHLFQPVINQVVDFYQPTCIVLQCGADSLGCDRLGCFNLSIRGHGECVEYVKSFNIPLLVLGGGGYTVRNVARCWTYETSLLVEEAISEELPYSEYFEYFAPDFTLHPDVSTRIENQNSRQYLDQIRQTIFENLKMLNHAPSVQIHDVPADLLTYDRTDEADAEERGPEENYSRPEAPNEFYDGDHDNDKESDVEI
# AI-2 QS modul: modulators of Vibrio harveyi AI-2 quorum sensing system. Vibrio harveyi JMH597 AI-2 luminescence/OD600 ratio, 9 h; stronger effect = lower value; strain lacks LuxN and CqsS sensors; 0 = neutral-control median. activity change, % at 7.5 µM. 300,000 tested, 0.4% active; in the data active means activity change below about -75%, passing the limit was not always enough; inconclusive means no clear call, values can overlap the other calls;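 further: luminescence divided by OD600 gain over 9 h not by final OD600 alone; inactives centre near 13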
# HSP90 inh: HSP90 refolding inhibition in rabbit reticulocyte lysate. luciferase refolding luminescence, 3 h. inhibition, % at 5.6 µM. 290,000 tested, 0.91% active;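 active means inhibition above the screen-wide mean plus 3 SD, computed separately per campaign, cut at about 16% in these data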;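 further: 0% = DMSO wells and 100% = 60 µM geldanamycin wells; inhibitors lower the luminescence because luciferase stays unfolded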
# Platelet DG rel: modulates dense granule release in human platelets; inhibition, %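 (compounds screened at 7.5 µM in platelet-rich plasma)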; 300,000 tested, 0.22% active; human platelet-rich plasma, SFLLRN dense granule ATP release, luminescence;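 active means mean replicate score, as percent of positive control, at or above 50; inconclusive means mean below 50 but at least one replicate at or above 50; inactive means mean and every replicate below 50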
# Starred values were filed as active, the others as inactive; u = inconclusive; x = not tested or not shown. Compounds as they come; overall some 5% were active at least once.
SMILES,aSyn 5UTR inh,HIF act,IEC-6 tox,HSF1 inhib,KLF5 inhibitor,HSF1 activator,HDAC3 inh,AI-2 QS modul,HSP90 inh,Platelet DG rel
O=C(c1cccc(N2C(=O)C3C4C=CC(C4)C3C2=O)c1)N1CCCCCC1 (centres undefined),-1,-0.1,-4,-1,-9,4,-3,17,-4,-5
Nn1c(Nc2ccc(Cl)cc2)nncc1=O,-1,-0.4,-2,-6,1,-5,-2,15,0,-4
Cc1ccnc(NS(=O)(=O)c2ccc(NC(=O)C3COc4ccccc4O3)cc2)n1 (centres undefined),-4,-0.3,9,-9,4,5,1,-2,1,-4
COc1cc(/C=N/NC(=O)c2cccc(C(=O)N/N=C/c3ccc(O)c(OC)c3)n2)ccc1O,-11,1.1,-3,1,-6,-15,6,10,3,3
Cc1cc(C=O)c(C)n1-c1cccc(C(=O)O)c1,3,-0.4,0,3,-13,-5,5,21,-2,-7
COc1cc(C(C)=O)ccc1COc1ccc(C(=O)OC(C)C(=O)NC(N)=O)cc1OC (centres undefined),35,0.3,-2,7,13,-11,12,1,-3,6
CN1CCN(S(=O)(=O)c2ccc(NC(=O)c3ccccc3F)cc2)CC1,-4,2.0,2,5,-44,2,3,16,0,23
COc1ccccc1N1CCN(CC(=O)Nc2nccs2)CC1,7,-1.3,-2,0,-36,-14,6,1,-7,-8
Cc1ccc(N(CC(=O)NCc2ccc(F)cc2)C(=O)CCC(=O)Nc2ccccn2)cc1C,10,0.1,-3,-4,-3,0,-1,18,0,2
C/C=N/NC(=O)c1cc(Br)ccc1O,-21,0.5,2,-5,-44,12,-7,6,-1,-20
O=C(Cc1cccc2ccccc12)Nc1ccc2oc(-c3ccccc3)nc2c1,-24,0.3,-3,-2,-24,4,-5,14,3,0
Cc1ccc(NC(=O)CSc2ncc(S(=O)(=O)c3ccccc3)c(=O)[nH]2)cc1C,-6,-0.5,2,-2,2,-4,2,8,2,-4
S=C(NCc1ccco1)Nc1ccc2c(c1)OCCO2,-105,1.3,3,11,-69,-1,-2,11,12,-6
COc1ccc(NC(=O)CC2Nc3cccc4cccc(c34)NC2=O)cc1 (centres undefined),5,-0.8,2,7,16,22,-9,15,2,-6
COc1ccc(CCNC(=O)Cn2nnc(-c3ccc(OC)c(OC)c3)n2)cc1OC,7,-1.1,-5,-7,14,-1,-1,7,4,3

# As a short view, two of the compounds above:
SMILES,aSyn 5UTR inh,HIF act,IEC-6 tox,HSF1 inhib,KLF5 inhibitor,HSF1 activator,HDAC3 inh,AI-2 QS modul,HSP90 inh,Platelet DG rel
S=C(NCc1ccco1)Nc1ccc2c(c1)OCCO2,-105,1.3,3,11,-69,-1,-2,11,12,-6
COc1ccc(NC(=O)CC2Nc3cccc4cccc(c34)NC2=O)cc1 (centres undefined),5,-0.8,2,7,16,22,-9,15,2,-6

# (next part)
SMILES,aSyn 5UTR inh,HIF act,IEC-6 tox,HSF1 inhib,KLF5 inhibitor,HSF1 activator,HDAC3 inh,AI-2 QS modul,HSP90 inh,Platelet DG rel
c1ccc(-c2cnc(CSc3nnc4ccccn34)o2)cc1,-94,2.7,3,27,-91,36,-3,52,6,3
O=[N+]([O-])c1ccc(-c2cn3ccccc3n2)cc1,-148,3.4,x,-2,x,9,7,15,x,6
COc1ccc(NC(=S)NCc2ccc(S(N)(=O)=O)cc2)c(OC)c1,-1,-0.5,4,-15,13,-2,-4,27,5,11
COc1ccc(Oc2cc(NN3CCCCC3)c([N+](=O)[O-])cc2[N+](=O)[O-])cc1OC,4,0.1,6,8,-9,5,4,24,-5,-7
COc1cc(C(=O)Nc2cc(-c3nc4cc(C)ccc4o3)ccc2C)cc(OC)c1OC,-129,0.8,-12,8,-43,4,6,0,-1,-3
COc1cc(C(=O)N[C@H](C(=O)NC(C)C23CC4CC(CC(C4)C2)C3)C(C)C)cc(OC)c1OC (some centres undefined),-20,-0.3,4,9,-25,18,0,25,6,-15
O=C(Cc1c[nH]c2ccccc12)Nc1ccc(N2CCOCC2)cc1,-16,0.3,0,1,-30,1,-5,5,2,0
CC(C)(C)c1ccc(C(=O)NNC(=O)CCc2ccccc2)cc1,23,-0.3,x,-1,x,30,1,-20,x,1
CCCC(=O)Nc1nnc(SCC(=O)NCc2ccc3c(c2)OCO3)s1,-15,-0.4,-1,-7,5,1,x,35,2,-1
CN(C)c1ccc(Nc2nc(N)c3ccccc3n2)cc1,109*,-1.5,22,10,91*,-10,8,6,71*,80*
CCOC(=O)c1cc(-c2ccccc2)n(Cc2cc(CC)no2)n1,5,0.6,x,-7,x,-14,-1,14,x,-1
COc1ccc(N2CC(C(=O)N3CCCC(C)C3)CC2=O)cc1 (centres undefined),-21,0.1,-9,5,-27,-2,5,10,-4,6
Cc1ccc(CNC(=O)C2CCCN2S(=O)(=O)c2ccc(F)cc2)cc1 (centres undefined),8,-49,-6,4,-54,9,-7,6,-4,-10
O=[N+]([O-])c1cccc(C(=S)N2CCN(c3ccc(F)cc3)CC2)c1,20,0.1,1,-6,-9,11,-2,-8,3,12
COC(=O)Cc1c[nH]c2cccc(OCC(O)CN(Cc3ccccc3)C(C)C)c12 (centres undefined),-14,-0.6,-1,-1,-3,2,-14,39,4,7

# 2 records drawn at random from those above:
SMILES,aSyn 5UTR inh,HIF act,IEC-6 tox,HSF1 inhib,KLF5 inhibitor,HSF1 activator,HDAC3 inh,AI-2 QS modul,HSP90 inh,Platelet DG rel
O=[N+]([O-])c1ccc(-c2cn3ccccc3n2)cc1,-148,3.4,x,-2,x,9,7,15,x,6
CC(C)(C)c1ccc(C(=O)NNC(=O)CCc2ccccc2)cc1,23,-0.3,x,-1,x,30,1,-20,x,1

# The main list resumes, repeating the seven entries before the break.
SMILES,aSyn 5UTR inh,HIF act,IEC-6 tox,HSF1 inhib,KLF5 inhibitor,HSF1 activator,HDAC3 inh,AI-2 QS modul,HSP90 inh,Platelet DG rel
CCCC(=O)Nc1nnc(SCC(=O)NCc2ccc3c(c2)OCO3)s1,-15,-0.4,-1,-7,5,1,x,35,2,-1
CN(C)c1ccc(Nc2nc(N)c3ccccc3n2)cc1,109*,-1.5,22,10,91*,-10,8,6,71*,80*
CCOC(=O)c1cc(-c2ccccc2)n(Cc2cc(CC)no2)n1,5,0.6,x,-7,x,-14,-1,14,x,-1
COc1ccc(N2CC(C(=O)N3CCCC(C)C3)CC2=O)cc1 (centres undefined),-21,0.1,-9,5,-27,-2,5,10,-4,6
Cc1ccc(CNC(=O)C2CCCN2S(=O)(=O)c2ccc(F)cc2)cc1 (centres undefined),8,-49,-6,4,-54,9,-7,6,-4,-10
O=[N+]([O-])c1cccc(C(=S)N2CCN(c3ccc(F)cc3)CC2)c1,20,0.1,1,-6,-9,11,-2,-8,3,12
COC(=O)Cc1c[nH]c2cccc(OCC(O)CN(Cc3ccccc3)C(C)C)c12 (centres undefined),-14,-0.6,-1,-1,-3,2,-14,39,4,7
COc1ccc(NS(=O)(=O)c2cccc(C(=O)N3CCN(Cc4cc(OC)ccc4OC)CC3)c2)cc1,7,-0.2,1,-6,-31,-3,-2,20,4,45
CC(=O)c1ccc(C(=O)N(CCN(C)C)c2nc3c(Cl)cccc3s2)cc1,-11,x,4,x,-4,x,1,1,1,-2
O=C(Nc1ccccn1)c1cc(-n2cnnc2)ccc1Cl,0,-0.2,0,-2,-7,7,-11,22,-5,-1
Cc1ccc2oc(C(=O)N(CCO)Cc3ccccc3)c(C)c2c1,12,-19,-4,17,-31,22,5,32,0,-3
Cc1ccc(Nc2nc3nonc3nc2N(C)C)cc1,2,0.3,7,0,-12,-6,u,15,1,1
Cc1onc(-c2c(F)cccc2Cl)c1C(=O)N1CCc2ccccc2C1,3,-0.1,-4,0,-42,-4,-1,14,-1,0
COC(=O)c1ccc(C(=O)OC)c(NC(=S)N2CCCCC2C)c1 (centres undefined),-41,1.0,-6,-1,-22,3,-4,49,3,-8
O=S(=O)(c1ccc(F)cc1)n1ccc(-c2cnc(-c3ccccc3)s2)n1,-138,4.2,-8,14,7,15,8,19,-1,0
O=C(OCn1nnc2ccccc2c1=O)c1ccc(Br)o1,5,0.0,-4,1,-5,-1,7,13,-2,-4
CCCc1cc(=O)[nH]c(Nc2ccc(Cl)cc2)n1,-14,-0.6,3,0,-5,12,-2,-30,1,5
COc1ccc(C(=O)O/N=C(\N)Cc2cccs2)cc1OC,-1,1.2,7,2,-7,-4,3,22,0,0
CCOc1cc([N+](=O)[O-])cc(/C=C2/NC(=O)N(Cc3ccccc3F)C2=O)c1O,11,-0.7,-1,99,-15,135*,5,29,-1,1
Brc1ccc(CN2CCN(Cc3c[nH]c4ccccc34)CC2)cc1,3,0.1,-8,-2,-25,7,4,10,-2,2
CCCCOC(=O)/C=C/c1c(C)[nH]c(=O)[nH]c1=O,12,0.3,2,0,-23,-13,-7,24,-5,-2
COc1ccc(C(=O)OCCN2CCN(C3=NS(=O)(=O)c4ccccc43)CC2)cc1OC,31,0.3,3,-4,-33,-9,-1,-1,-4,14
CSc1ncccc1C(=O)N1CCN(S(=O)(=O)c2ccc(F)cc2)CC1,0,-0.2,-1,-7,-37,3,5,17,-2,x
COc1ccc(S(=O)(=O)N2CCCCCC2)cc1NC(=O)CN1C(=O)NC(C)(c2ccc(C)cc2)C1=O (centres undefined),-8,-0.1,x,9,x,15,6,5,x,16
COc1ccc(Cc2nnc(NC(=O)CS(=O)(=O)c3ccccc3)s2)cc1OC,-14,-0.1,-1,-2,-6,1,4,50,-4,-5
COc1ccc(Cl)cc1S(=O)(=O)n1cnc2ccccc21,5,0.1,-2,6,-15,5,2,1,-2,-3
O=C(COC(=O)Cc1c(Cl)cccc1Cl)NCCC1=CCCCC1,4,0.6,0,-2,-46,18,3,15,-1,11
Cn1c(=O)c2c(O)c(C=NCc3ccccc3)c(=O)n(C)c2n(C)c1=O,16,-0.2,1,-1,-13,8,-8,17,-1,-6
O=C(O)COCC(=O)Nc1cc(C(F)(F)F)cc(C(F)(F)F)c1,0,-0.9,12,-6,-16,1,-4,-6,2,19
Nc1ccc(S(=O)(=O)NC2=NCCCCC2)cc1N,-25,-0.1,0,-1,-26,-15,-2,12,3,1
CCOc1ccccc1NC(=S)N1CCC(c2nc3ccccc3o2)CC1,27,-0.1,-1,8,-4,-2,0,5,-1,2
CC(Oc1ccc(C#N)cc1)C(=O)c1ccc(F)c(F)c1 (centres undefined),26,-0.9,8,1,-24,3,-16,1,3,2
Cc1cc(C)c2c(CCl)cc(=O)oc2c1,91*,1.0,-7,9,-8,16,2,-7,0,4
COc1ccccc1Oc1ccc2c(c1)C(=O)N(CC1CCCO1)C2=O (centres undefined),-17,0.4,-1,13,-57,24,1,-1,-2,6
CCCCCSc1nnc(-c2cc(Br)ccc2N)c(=O)[nH]1,16,0.0,-3,-7,-20,2,1,4,-4,8
CCn1cc(Br)c(C(=O)Nc2ccc(F)cc2F)n1,-16,-0.5,-1,5,-81,9,3,18,-10,12
Cc1ccc(N(Cc2ccccc2)C(=O)c2cccc(S(=O)(=O)N3CC(C)OC(C)C3)c2)cc1 (centres undefined),-2,-0.5,x,27,x,30,5,37,x,2
